Screens deposited in PubChem BioAssay by National Center for Advancing Translational Sciences (NCATS).
Giardia FBPA inh – blocks Giardia fructose-bisphosphate aldolase activity | A8B2U2 | purified Giardia FBPA | Potency, µM (series often up to 59.6 µM), for inactives: top-dose activity, negative = inhibition, most hits filed as inhibitors | 290,000 tested, 0.71% active | AID 2451; also: potency is read from the fitted curve at half-maximal effect; % is scaled to controls: 0 for no effect and ±100 for the full control effect; nearly all actives have a fitted effect of over 55% in size
Target sequence (A8B2U2 whole entry, looked up): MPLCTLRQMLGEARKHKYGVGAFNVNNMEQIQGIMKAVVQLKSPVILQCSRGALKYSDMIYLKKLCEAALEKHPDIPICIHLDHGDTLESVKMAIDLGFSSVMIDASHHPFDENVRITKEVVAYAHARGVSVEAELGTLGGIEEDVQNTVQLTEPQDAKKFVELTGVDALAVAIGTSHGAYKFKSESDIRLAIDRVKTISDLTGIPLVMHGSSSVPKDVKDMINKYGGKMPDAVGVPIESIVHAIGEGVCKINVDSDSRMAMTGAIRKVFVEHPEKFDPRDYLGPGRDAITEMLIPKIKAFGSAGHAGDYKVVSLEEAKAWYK
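Giardia FBPA (40 nM reagent) was preincubated 10 min at RT with compound (up to 57.5 uM final), then substrate plus GAPDH/TPI/NAD/arsenate coupling system with diaphorase/resazurin was added; resorufin fluorescence (525/598 nm) was read after 20 min.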
Shiga toxin inh – blocks Shiga toxin action in Vero cells. Vero cells, Shiga toxin protein synthesis inhibition reporter. inhibition, % at 38.7 µM. 290,000 tested, 9.2% active; in the data active = inhibition mostly above about 28%, no sharp cut-off; inactive = mostly below about 43%; also: 0% is about no effect
Sm TGR inh – S. mansoni TGR enzyme inhibition | purified TGR, DTNB reduction, TNB absorbance 405 nm | Potency, µM (highest dose often 114 µM), inactives show at the top dose activity change, negative = inhibition, usual class: inhibitors | 360,000 tested, 3% active | AID 485364; also: potency is read from the fitted curve at half-maximal effect; % is scaled to controls: 0 for no effect and ±100 for the full control effect; nearly all actives have a fitted effect of over 60% in size
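TGR 20 nM + NADPH 100 uM (dispensed conc.), cpd preinc 15 min RT; start with NADPH (500 uM addition) then DTNB (15 mM addition). Kinetic TNB absorbance, 405 nm filter. Four-parameter Hill fit across titration.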
Pf growth 48h – inhibits P. falciparum growth in the first generation, 48 h. Potency, µM (titrated, usually from 28.7 µM), without a hit: at the highest dose activity change, negative = inhibition, most hits filed as inhibitors. 310,000 tested, 5.9% active. P. falciparum luciferase growth in erythrocytes, 48 h; also: potency is read from the fitted curve at half-maximal effect; % is scaled to controls: 0 for no effect and ±100 for the full control effect
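Read-out is firefly luciferase luminescence from an integrated reporter in P. falciparum, so falling signal marks reduced parasite growth. Infected erythrocytes were at 2% hematocrit and 0.1% parasitemia (final) in Albumax-supplemented RPMI 1640.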
Pf growth 96h – P. falciparum growth inhibition at 96 hour, primary screen for plastid delayed-death inhibitors. P. falciparum luciferase reporter growth, 96 h. 320,000 tested, 6.9% active. Potency, µM (titrated, usually from 28.7 µM), without a hit: at the top dose activity change, negative = inhibition, most hits filed as inhibitors; also: potency is read from the fitted curve at half-maximal effect; % is scaled to controls: 0 for no effect and ±100 for the full control effect
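Compounds incubated with erythrocytes infected by luciferase-expressing P. falciparum (2% hematocrit, 0.05% parasitemia final) for 96 hours, 37 C in 5% CO2. Growth inhibition scored as decreased luciferase luminescence.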
Cycloheximide cs – affects cycloheximide protein synthesis inhibition readout, counter-screen | max response, % | 300,000 tested, 12% active | cell reporter, cycloheximide protein synthesis inhibition counterscreen | AID 2314; in the data active = max response mostly above about 13%, no sharp cut-off; inactive = mostly below about 14%; also: read at 38.3 µM for the half of the compounds with a filed dose; 0% is about no effect
* hit, by the source's call; [ ] = dose if it differs, or a comment. Unless noted, calls follow the shape of the dose curve; as a rule, active = well fitted curve in the direction sought with a large enough effect; inconclusive = small, poorly fitted or top-dose-only effect, or another doubt; inactive = no such curve, though single readings can be large; an effect the other way counts as inactive or inconclusive. Compounds as they come; 24% or so of the library scored in one or more.

For Cc1nn(C(C)C(=O)NCc2ccccc2)c(C)c1[N+](=O)[O-] (stereo not drawn) the results were Giardia FBPA inh 0%, Shiga toxin inh 22, Sm TGR inh 0%, Pf growth 48h -4%, Pf growth 96h -24% and Cycloheximide cs -3.
For Clc1ccc(Nc2ncnc3ccc(Br)cc23)cc1 the results were Giardia FBPA inh 0%, Shiga toxin inh 71, Sm TGR inh 3%, Pf growth 48h 7.4µM*, Pf growth 96h 4.1µM* and Cycloheximide cs -1.
Screening CCOC(=O)C1=C(N)Oc2c(oc(CO)cc2=O)C1c1c(F)cccc1Cl (stereo not drawn) returned Giardia FBPA inh 0%, Shiga toxin inh -18, Sm TGR inh 1%, Pf growth 48h -15%, Pf growth 96h -3% and Cycloheximide cs -2.
`Cc1cc(C)nc(NS(=O)(=O)c2ccc(N=Cc3c(C)[nH]n(-c4ccccc4)c3=O)cc2)n1` gave Giardia FBPA inh -1%, Shiga toxin inh -11, Sm TGR inh -6%, Pf growth 48h 20%, Pf growth 96h -11% and Cycloheximide cs -5.
For Cc1ccc(S(=O)(=O)CCc2nnc(NC(=O)C3CCCO3)s2)cc1 (stereo not drawn) the results were Giardia FBPA inh 0%, Shiga toxin inh -16, Sm TGR inh -14%, Pf growth 96h -6% and Cycloheximide cs -2.
O=C1NN=C(c2ccc(Cl)cc2)CC1c1c[nH]c2ccccc12 (stereo not drawn) was read as Giardia FBPA inh -7%, Shiga toxin inh 13, Sm TGR inh -28%, Pf growth 48h inconclusive, Pf growth 96h -18% and Cycloheximide cs 7.
Oc1ccc(C=NCC2COc3ccccc3O2)cc1 (stereo not drawn) was read as Giardia FBPA inh -4%, Shiga toxin inh 24, Sm TGR inh 6%, Pf growth 48h 5%, Pf growth 96h -19% and Cycloheximide cs -3.
`O=C1CC(C(=O)Nc2ccc(Cl)cc2)n2ncnc2N1` (stereo not drawn) gave Giardia FBPA inh -1%, Shiga toxin inh 36, Sm TGR inh inconclusive, Pf growth 48h 11%, Pf growth 96h inconclusive and Cycloheximide cs -3.
Screening COc1ccc(/C=c2\sc3nc(-c4ccccc4OC)nn3c2=O)c(OC)c1 returned Giardia FBPA inh 3%, Shiga toxin inh 10, Sm TGR inh -3%, Pf growth 48h 19%, Pf growth 96h 45%[activator] and Cycloheximide cs -1.
Screening O=C(Cc1cccc(C(F)(F)F)c1)OCN1C(=O)c2ccccc2C1=O returned Giardia FBPA inh 0%, Shiga toxin inh 12, Sm TGR inh 4%, Pf growth 48h 27%, Pf growth 96h 31%[activator] and Cycloheximide cs 7.

Structures from the list above that have an NH in an aromatic ring, in the order listed:
`Cc1cc(C)nc(NS(=O)(=O)c2ccc(N=Cc3c(C)[nH]n(-c4ccccc4)c3=O)cc2)n1` gave Giardia FBPA inh -1%, Shiga toxin inh -11, Sm TGR inh -6%, Pf growth 48h 20%, Pf growth 96h -11% and Cycloheximide cs -5.
O=C1NN=C(c2ccc(Cl)cc2)CC1c1c[nH]c2ccccc12 (stereo not drawn) was read as Giardia FBPA inh -7%, Shiga toxin inh 13, Sm TGR inh -28%, Pf growth 48h inconclusive, Pf growth 96h -18% and Cycloheximide cs 7.

Next part:
`COc1ccc(-c2csc(-n3ncc(C(=O)O)c3C(F)(F)F)n2)cc1` gave Giardia FBPA inh 18%, Shiga toxin inh 135*, Sm TGR inh -5%, Pf growth 48h 15%[0.00184 µM], Pf growth 96h 40%[activator] and Cycloheximide cs 74*.
O=C(CCCn1c(SCc2ccccc2F)nc2ccccc2c1=O)NCC1CCCO1 (stereo not drawn) was read as Giardia FBPA inh 3%, Shiga toxin inh -6, Sm TGR inh 0%, Pf growth 48h 6.6µM*, Pf growth 96h 2% and Cycloheximide cs -5.
COc1ccc(CCN2C(=NC(=O)CCC(=O)O)SC3CS(=O)(=O)CC32)cc1OC (stereo not drawn) was read as Giardia FBPA inh 3%, Shiga toxin inh -16, Sm TGR inh -8%, Pf growth 48h inconclusive and Cycloheximide cs -4.
Screening CCC/C=N/Nc1nnc(Cc2ccccc2)c(=O)[nH]1 returned Giardia FBPA inh -6%, Shiga toxin inh 2, Sm TGR inh 1%, Pf growth 48h 14%[0.00184 µM], Pf growth 96h -16% and Cycloheximide cs -3.
`N#CCCN1CCN(S(=O)(=O)c2ccc(S(=O)(=O)NCC3CCCO3)cc2)CC1` (stereo not drawn) gave Giardia FBPA inh 1%, Shiga toxin inh -2, Sm TGR inh -3%, Pf growth 48h -1%, Pf growth 96h -1% and Cycloheximide cs -2.
Cc1ccc(OCC(=O)N2CCC(Cc3ccccc3)CC2)c([N+](=O)[O-])n1 was read as Sm TGR inh -6%, Pf growth 48h inconclusive and Pf growth 96h inconclusive.
For O=C(COC(=O)CCN=C1NS(=O)(=O)c2ccccc21)NNC(=O)c1ccccc1 the results were Sm TGR inh -1%, Pf growth 48h inconclusive and Pf growth 96h 8%.
Screening Cc1cc(Nc2ncc(Cl)cc2Cl)n[nH]1 returned Giardia FBPA inh -4%, Shiga toxin inh 74, Sm TGR inh -16%, Pf growth 48h 28% and Cycloheximide cs 15*.
`O=c1c(-c2ccco2)[n+]([O-])c2ccccc2n1OCc1ccccc1` gave Giardia FBPA inh inconclusive, Shiga toxin inh 4, Sm TGR inh 10µM*, Pf growth 96h inconclusive and Cycloheximide cs 11.
For CCN(CC)C(=O)CSc1nc2ccccc2c(=O)[nH]1 the results were Giardia FBPA inh -5%, Shiga toxin inh 7, Sm TGR inh 10%, Pf growth 48h -5%, Pf growth 96h -25% and Cycloheximide cs 9.0*.
CCCCc1ccc(NC(=O)Nc2cnccn2)cc1 was read as Giardia FBPA inh -5%, Shiga toxin inh 50*, Sm TGR inh -3%, Pf growth 48h inconclusive, Pf growth 96h 4% and Cycloheximide cs 23*.
Screening CC(=O)c1c(C)[nH]c(C(=O)N2CC(C)CC(C)C2)c1C (stereo not drawn) returned Giardia FBPA inh 11%, Shiga toxin inh 23, Sm TGR inh -2%, Pf growth 48h -1%, Pf growth 96h inconclusive and Cycloheximide cs -1.
COc1ccc(OC)c(Nc2nc3nonc3nc2N2CCCC(C)C2)c1 (stereo not drawn) was read as Giardia FBPA inh 5%, Shiga toxin inh -4, Sm TGR inh -2%, Pf growth 48h -7%, Pf growth 96h inconclusive and Cycloheximide cs -2.
For CC(=O)Oc1ccc(-c2cccc(C(=O)O)c2)cc1 the results were Giardia FBPA inh 5%, Shiga toxin inh 41, Sm TGR inh 1%, Pf growth 96h 26% and Cycloheximide cs 6.
Cc1noc(C)c1Cn1nc(C(=O)O)c2ccccc2c1=O was read as Giardia FBPA inh 5%, Shiga toxin inh -8, Sm TGR inh 3%, Pf growth 48h 15%, Pf growth 96h inconclusive and Cycloheximide cs -8.
COc1cc(C)c(Cl)cc1S(=O)(=O)n1ccnc1C was read as Giardia FBPA inh -10%, Shiga toxin inh -7, Sm TGR inh 6%, Pf growth 96h 1% and Cycloheximide cs 6.
For O=C(NC1CCN(C(=O)Nc2ccc(F)cc2)CC1)c1ccccc1F the results were Giardia FBPA inh -4%, Shiga toxin inh -18, Sm TGR inh 2%, Pf growth 48h 1%, Pf growth 96h 16% and Cycloheximide cs -6.
COC(=O)C(C)NS(=O)(=O)c1ccc(NC(C)=O)cc1 (stereo not drawn) was read as Giardia FBPA inh 3%, Shiga toxin inh 20, Sm TGR inh 5%, Pf growth 48h 31%[activator], Pf growth 96h 70%[activator] and Cycloheximide cs 0.
Cc1sc2ncnc(NCCCn3ccnc3)c2c1C was read as Giardia FBPA inh 2%, Shiga toxin inh -2, Sm TGR inh 7%, Pf growth 48h 4%, Pf growth 96h inconclusive and Cycloheximide cs -5.
O=c1[nH][nH]c(C(F)(F)F)c1C=NCc1cccs1 was read as Giardia FBPA inh 0%, Shiga toxin inh -6, Sm TGR inh -3%, Pf growth 48h inconclusive, Pf growth 96h inconclusive and Cycloheximide cs -2.
Screening CN(C)c1ccc(NS(=O)(=O)c2cc(Cl)ccc2Cl)cc1 returned Giardia FBPA inh -6%, Shiga toxin inh 33, Sm TGR inh -7%, Pf growth 48h 71%[activator], Pf growth 96h inconclusive and Cycloheximide cs 21*.
For O=C1CCC/C(=N\NC(=O)c2ccc(NS(=O)(=O)c3ccc(Br)cc3)cc2)C1 the results were Giardia FBPA inh -13%, Shiga toxin inh 0, Sm TGR inh -21%, Pf growth 48h 21%, Pf growth 96h 14% and Cycloheximide cs -1.
Screening COc1ccc(CNc2oc(COc3ccc(Cl)cc3)nc2C#N)cc1 returned Giardia FBPA inh 3%, Shiga toxin inh -2, Sm TGR inh 33%, Pf growth 48h -20% and Cycloheximide cs -3.
COc1ccc(OC)c(NC(=O)CS(=O)(=O)c2ccccc2)c1 was read as Giardia FBPA inh 0%, Shiga toxin inh -3, Sm TGR inh 10%, Pf growth 48h 0%, Pf growth 96h 4% and Cycloheximide cs -2.
`Cc1cccc2c1OCC/C2=N\NC(=O)COc1ccccc1Cl` gave Giardia FBPA inh 3%, Shiga toxin inh 63*, Sm TGR inh 14%, Pf growth 48h 310%[activator], Pf growth 96h 87%[activator] and Cycloheximide cs 21*.
CCCCN(C(=O)c1oc2ccc(OCC)cc2c1C)c1c(N)n(CCCC)c(=O)[nH]c1=O was read as Sm TGR inh -1%, Pf growth 48h inconclusive and Pf growth 96h inconclusive.
Screening CCCNS(=O)(=O)c1ccc(OCC(=O)NCC2CCCO2)cc1 (stereo not drawn) returned Giardia FBPA inh -2%, Shiga toxin inh -9, Sm TGR inh 10%, Pf growth 48h -4%, Pf growth 96h 7% and Cycloheximide cs -7.
`COc1ccccc1/C=C/C(=O)NCC(=O)N/N=C/c1ccc2c(c1)OCO2` gave Giardia FBPA inh 2%, Shiga toxin inh -5, Sm TGR inh 5%, Pf growth 48h -3%, Pf growth 96h -21% and Cycloheximide cs 7.
Screening Cc1cccc(NC(=O)c2ccc(S(=O)(=O)N3CCCCC3)cc2)c1 returned Shiga toxin inh 1, Sm TGR inh -20%, Pf growth 48h -11%, Pf growth 96h inconclusive and Cycloheximide cs 1.
For CN1CC(=O)NC1=NC(=O)C12CC3CC(CC(C3)C1)C2 the results were Giardia FBPA inh -11%, Shiga toxin inh -9, Sm TGR inh -3%, Pf growth 48h inconclusive, Pf growth 96h 12µM* and Cycloheximide cs -2.
COC(=O)c1cc2c(C)nn(C)c2s1 was read as Giardia FBPA inh 2%, Shiga toxin inh -5, Sm TGR inh 1%, Pf growth 48h 23%, Pf growth 96h 30% and Cycloheximide cs -2.
`CN1CCc2nc3ccc(Cl)cc3c(-c3ccccc3Cl)c2C1` gave Giardia FBPA inh -13%, Shiga toxin inh -10, Sm TGR inh 7%, Pf growth 48h inconclusive, Pf growth 96h inconclusive and Cycloheximide cs -1.
Screening Cc1cc(C)n2nc(SCc3nnc(-c4cccs4)o3)nc2n1 returned Giardia FBPA inh 7%, Shiga toxin inh -3, Sm TGR inh -12%, Pf growth 48h -15%, Pf growth 96h -26% and Cycloheximide cs 2.

Structural class, the compounds so far containing an aryl thioether with sulfur outside any ring
O=C(CCCn1c(SCc2ccccc2F)nc2ccccc2c1=O)NCC1CCCO1 (stereo not drawn) was read as Giardia FBPA inh 3%, Shiga toxin inh -6, Sm TGR inh 0%, Pf growth 48h 6.6µM*, Pf growth 96h 2% and Cycloheximide cs -5.
For CCN(CC)C(=O)CSc1nc2ccccc2c(=O)[nH]1 the results were Giardia FBPA inh -5%, Shiga toxin inh 7, Sm TGR inh 10%, Pf growth 48h -5%, Pf growth 96h -25% and Cycloheximide cs 9.0*.
Screening Cc1cc(C)n2nc(SCc3nnc(-c4cccs4)o3)nc2n1 returned Giardia FBPA inh 7%, Shiga toxin inh -3, Sm TGR inh -12%, Pf growth 48h -15%, Pf growth 96h -26% and Cycloheximide cs 2.
